USP1 inh – blocks the human USP1/UAF1 deubiquitinase complex; recombinant USP1/UAF1, Ub-Rhodamine cleavage fluorescence; Potency, µM (series often up to 57.1 µM), without a hit: top-dose activity change, negative = inhibition, hits mostly inhibitors; 390,000 tested, 0.23% active; also: % is scaled to controls: 0 for no effect and ±100 for the full control effect; nearly all actives have a fitted effect of over 60% in size; inactives centre near -12
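High-throughput fluorogenic screen: 1nM USP1/UAF1 complex, Ub-Rho substrate 150nM final, 50mM HEPES pH 7.8 with 0.5mM EDTA, 0.1 mg/ml BSA, 1mM TCEP and 0.01% Tween-20.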
mIDH1 inhibitor – human IDH1 R132H inhibition. IDH1-R132H enzyme, NADPH consumption, diaphorase/resazurin fluorescence. Potency, µM (top dose mostly 76.6 µM), for inactives: top-dose activity change, negative = inhibition, usual class: inhibitors. 390,000 tested, 0.093% active. AID 602179; also: % is scaled to controls: 0 for no effect and ±100 for the full control effect; nearly all actives have a fitted effect of over 65% in size
Target sequence (O75874 whole entry R132H, stated change not applied): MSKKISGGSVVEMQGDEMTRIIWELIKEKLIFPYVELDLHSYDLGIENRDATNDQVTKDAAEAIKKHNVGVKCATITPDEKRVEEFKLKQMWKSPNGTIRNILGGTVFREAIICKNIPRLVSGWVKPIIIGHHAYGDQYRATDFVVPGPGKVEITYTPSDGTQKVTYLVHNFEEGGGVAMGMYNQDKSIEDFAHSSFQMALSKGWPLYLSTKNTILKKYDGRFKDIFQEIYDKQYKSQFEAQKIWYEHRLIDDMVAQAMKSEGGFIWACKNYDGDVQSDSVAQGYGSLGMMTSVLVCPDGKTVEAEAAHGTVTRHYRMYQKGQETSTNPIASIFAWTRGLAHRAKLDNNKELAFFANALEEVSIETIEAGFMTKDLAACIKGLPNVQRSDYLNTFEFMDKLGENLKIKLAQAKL
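IDH1-R132H (0.5 ug/mL) preincubated 30 min with compound, then NADPH (0.016 mM) and alpha-KG (2 mM) added; 80 min at RT, pH 7.5. Remaining NADPH coupled via diaphorase/resazurin to fluorescence (540/590 nm); concentration-response curves normalized to no-enzyme control.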
TrxR1 substrate – is turned over as a substrate by rat TrxR1; O89049; purified TrxR1 substrate turnover, NADPH consumption readout; Potency, µM (series often up to 114 µM), inactives show at the highest dose activity change, negative = substrate turnover; 390,000 tested, 0.01% active; AID 588456; also: % is scaled to controls: 0 for no effect and ±100 for the full control effect; nearly all actives have a fitted effect of over 50% in size
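Rat TrxR1, dispensed at 90 nM, was prereduced with 400 uM NADPH (final) for 5 min at ~22 deg C, then incubated with compound 15 min before 400 uM selenite. A first-read NADPH fluorescence drop versus no-compound background flagged substrates.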
12-LOX inh – inhibitors of human 12S-lipoxygenase ALOX12. P18054. 580,000 tested, 1.1% active. Potency, µM (titrated, usually from 108 µM), for inactives: top-dose activity change, negative = inhibition, most hits filed as inhibitors. purified 12hLO, xylenol orange hydroperoxide absorbance. AID 1671190; also: % is scaled to controls: 0 for no effect and ±100 for the full control effect
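Purified human 12hLO (150 nM final) in 25 mM Hepes, 0.01% Triton X-100, pH 7.0 was preincubated 15 min at room temperature with compound. Then 40 uM arachidonic acid was added, 30 min. Hydroperoxide was read by Fe-XO absorbance ratio 573/405 nm.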
TrxR1 inh – rat TrxR1 inhibition | O89049 | recombinant rTrxR1, NADPH fluorescence consumption, selenite substrate | Potency, µM (top dose mostly 114 µM), for the others: at the top dose activity change, negative = inhibition, usual class: inhibitors | 390,000 tested, 1% active | AID 588453; also: % is scaled to controls: 0 for no effect and ±100 for the full control effect; nearly all actives have a fitted effect of over 65% in size
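Rat TrxR1 (90 nM in the dispensed reagent) was pre-reduced with 400 uM NADPH for 5 min at room temperature, then incubated with compound for 15 min. After 400 uM selenite was added, NADPH fluorescence (Ex 340/Em 450 nm) was followed for 8 min.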
Vif-A3G inh – inhibitors of Vif-APOBEC3G interaction; HeLa A3G-eYFP + Vif (tagged APOBEC3G with the HIV-1 protein that degrades it), YFP fluorescence, overnight; Potency, µM (highest dose often 46.1 µM), for inactives: top-dose activity, negative = active, usual class: inhibitors; 410,000 tested, 0.076% active;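 also: % is scaled to controls: 0 for no effect and ±100 for the full control effect; nearly all actives have a fitted effect of over 60% in size; hits raise eYFP signal because A3G escapes Vif-driven loss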
Target sequence (Q9HC16 whole entry, looked up): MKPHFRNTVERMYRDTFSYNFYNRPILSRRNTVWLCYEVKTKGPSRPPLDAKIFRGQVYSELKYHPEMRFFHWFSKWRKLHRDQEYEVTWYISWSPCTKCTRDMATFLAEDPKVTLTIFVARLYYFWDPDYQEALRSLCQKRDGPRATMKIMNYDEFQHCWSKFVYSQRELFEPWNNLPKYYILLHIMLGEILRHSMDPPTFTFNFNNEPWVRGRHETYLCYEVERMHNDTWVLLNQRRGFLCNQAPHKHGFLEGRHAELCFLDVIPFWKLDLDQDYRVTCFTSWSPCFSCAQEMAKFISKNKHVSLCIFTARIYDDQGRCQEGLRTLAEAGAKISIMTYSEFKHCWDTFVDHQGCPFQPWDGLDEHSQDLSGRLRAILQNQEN
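HeLa cells stably expressing Vif and C-terminally eYFP-tagged A3G, seeded overnight at 37 deg C, then exposed to compound by pintool overnight at 37 deg C. Rise in yellow fluorescence (Ex 488/Em 500-530, Acumen) marks blocked Vif-driven A3G degradation.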
Vif-A3F inh – Vif-A3F binding inhibition | HeLa A3F-eYFP + Vif (tagged APOBEC3F with the HIV-1 protein that degrades it), YFP fluorescence increase | Potency, µM (top dose mostly 46.1 µM), for inactives: top-dose activity, negative = active | 390,000 tested, 0.2% active; also: % of control where 0% means no effect; nearly all actives have a fitted effect of over 65% in size
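Fluorescence increase (Ex 488/Em 500-530) after overnight compound treatment at 37 deg C flags inhibition of Vif-driven A3F-eYFP loss in stable HeLa A3F-eYFP/Vif cells seeded overnight beforehand.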
RGS4 inhibitor – inhibitors of human regulator of G protein signaling 4 | Potency, µM (highest dose often 114 µM), for inactives: top-dose activity change, negative = inhibition, hits mostly inhibitors | Transcreener GDP fluorescence polarization, RGS4-accelerated GTP hydrolysis | P49798 | AID 504845 | 390,000 tested, 0.039% active; also: % is scaled to controls: 0 for no effect and ±100 for the full control effect; nearly all actives have a fitted effect of over 75% in size; some results filed as inactive show a strong effect at the top dose
Target sequence (P49798 whole entry, looked up): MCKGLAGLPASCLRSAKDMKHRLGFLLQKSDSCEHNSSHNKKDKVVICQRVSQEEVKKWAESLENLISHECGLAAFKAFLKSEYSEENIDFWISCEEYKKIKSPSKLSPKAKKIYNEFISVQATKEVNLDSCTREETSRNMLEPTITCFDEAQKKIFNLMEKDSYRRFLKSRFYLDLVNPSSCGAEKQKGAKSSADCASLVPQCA
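MLSMR compounds (23 nl, pin-transferred) preincubated 10 min at room temperature with a 500nM (2x) first reagent, then RGS4 at 900nM (2x) plus Transcreener GDP mix added; fluorescence polarization (620/688 nm) read before and after 90 min at 30 °C.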
RXFP1 agonist – RXFP1 (human) receptor agonism | Q9HBX9 | Potency, µM (doses to about 57.5 µM), for the others: at the top dose activation, most hits filed as activators | 370,000 tested, 0.3% active | AID 2676 | HEK293T-RXFP1 cAMP TR-FRET, 30 min; response scale: percent of porcine relaxin response, buffer zero; also: % is scaled to controls: 0 for no effect and ±100 for the full control effect; nearly all actives have a fitted effect of over 60% in size; many of its hits are not listed in these tables
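cAMP rise read by TR-FRET after 30 min, 37C compound exposure (up to 58 uM) in RXFP1-transfected HEK293 cells with Ro 20174 present. EC50 from Hill-equation fits, with 29 nM porcine relaxin as 100% and buffer as basal.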
Starred values were filed as active, the others as inactive; ? = inconclusive; . = no result given; & = joins results of further samples; [ ] = another dose, or the depositor's remark. Calls follow the shape of the dose curve; as a rule, active = well fitted curve in the direction sought with a large enough effect; inconclusive = small, poorly fitted or top-dose-only effect, or another doubt; inactive = no such curve, though single readings can be large; an effect the other way counts as inactive or inconclusive. Potency is read from the fitted curve at half-maximal effect.

entry	SMILES	USP1 inh	mIDH1 inhibitor	TrxR1 substrate	12-LOX inh	TrxR1 inh
1	COc1ccc(CN(CC(=O)NCCc2ccccc2)C(=O)CCC(=O)Nc2cc(C)ccn2)cc1	-10%	0%	9%[57.1 µM]	-3%	20%[57.1 µM]
2	C=CCn1c(SCC(=O)NCCC2=CCCCC2)nc2ccc(Cl)cc2c1=O	-2%	7%	9%	0%	10%
3	COc1ccc(NC(=O)c2ccc(-c3ccccc3)cc2)cc1S(=O)(=O)N1CCOCC1	-8%	-3%	1%[57.1 µM]	-11%	14%[57.1 µM]
4	O=c1c2[nH]c3ccccc3c2ncn1Cc1cccnc1	-11%	4%	19%[57.1 µM]	0%	10%[57.1 µM]
5	CCOC(=O)N1CCN(CCC(=O)Nc2ccc(OC(F)(F)F)cc2)CC1	-19%	7%	0%	0%	8%[0.457 µM]
6	O=C(O)c1ccc(CNC(=O)c2ccccc2NC(=O)c2ccc([N+](=O)[O-])cc2)cc1	-13%	3%	3%[57.1 µM]	1%	17%[57.1 µM]
7	O=C(CSc1nncs1)Nc1ccc(Cl)cc1C(F)(F)F	-5%	2%	-3%	-11%	-8%
8	N#C/C(=C(/O)c1ccco1)c1nc2ccccc2s1	-16%&-11%	6%&-2%	-11%&-20%	34%&-21%[activator]	-15%&-14%
9	Cc1cccc(-c2nc(CS(=O)CC(=O)N3CCN(C)CC3)c(C)o2)c1 (configuration not stated)	-21%	-6%	1%[57.1 µM]	17%[57.4 µM]	5%[57.1 µM]
10	Cc1cc(C)c(C(N)=O)c(SCC(=O)c2cc(C)n(-c3cc(C)on3)c2C)n1	0%	-16%	4%	?	1%
11	CCn1cc(C(=O)NCc2ccccc2Cl)c(=O)c2cc(S(=O)(=O)N3CCc4ccccc4C3)ccc21	-28%	-4%	2%	-35%	33%
12	CN(C)Cc1cccc(-c2ccccc2)c1O	-25%	-2%	19%	-15%	3%
13	Cc1cc(C)cc(C(=O)OCC(=O)N2CCCC2)c1	-5%	-1%	8%	-11%	16%
14	CC(Nc1cccc2ccccc12)C(=O)N/N=C/c1ccccn1 (configuration not stated)	?	9%	12%	-11%	11%
15	N#CC1(C#N)C(c2ccccc2)OC23CCCCC2C1(C#N)C(=N)O3 (configuration not stated)	?	1%	268%[activator]	?	-15%

entry	Vif-A3G inh	Vif-A3F inh	RGS4 inhibitor	RXFP1 agonist
1	-1%	10%	-23%	0.2%
2	0%	.	?	2.7%
3	-1%	-9%	9%	6.2%
4	0%	3%	-23%	1.9%
5	7%	1%	-14%	0.8%
6	-2%	-4%	-14%	0.4%
7	0%	4%	-6%	1.0%
8	-25%&-15%	-4%&5%	3%&19%	6.0%&1.4%
9	-4%	-1%	-1%	0.9%
10	1%	1%	0%	.
11	0%	4%	-12%	3.5%
12	0%	-6%	8%	.
13	-2%	1%	4%	-0.9%
14	-2%	-18%	24%	-1.6%
15	0%	-21%	-16%	2.9%

Next section:
entry	SMILES	USP1 inh	mIDH1 inhibitor	TrxR1 substrate	12-LOX inh	TrxR1 inh
16	CCOC(=O)c1c(NC(=O)NC(C)(C)C)sc2c1CCN(C)C2	-19%	3%	-4%[57.1 µM]	119%[activator]	-4%[57.1 µM]
17	COc1ccc(CCNC(=O)CCS(=O)(=O)c2cc(Br)cc3c2N(C(C)=O)CC3)cc1OC	-8%	-17%	2%	-25%	2%
18	O=C(O)c1ccc(NS(=O)(=O)c2ccc3c(c2)C(=O)c2ccccc2C3=O)cc1	-17%	0%	-6%[57.1 µM]	-15%	-6%[57.1 µM]
19	CCN(CC(=O)Nc1ccc2c(c1)OCCO2)C(=O)CCc1ccccc1Cl	-19%	14%	0%	22%	18%
20	COC(=O)c1cc(=O)n(CCc2ccc(OC)cc2)c(=Nc2ccc(F)c(Cl)c2)s1	-28%	0%	4%[57.1 µM]	-14%	3%[57.1 µM]
21	Cc1cc2cc(CN(Cc3nnnn3C3CCCCC3)CC3CCCO3)c(=O)[nH]c2cc1C (configuration not stated)	-24%	-4%	6%	-39%	-14%
22	Cn1nnnc1SCC(=O)Nc1nc(-c2ccccc2)c(-c2ccccc2)o1	0%	-1%	15%[57.1 µM]	0%	13%[57.1 µM]
23	Cc1ccsc1/C=c1\sc2ncnn2c1=O	-12%	9%	5%[57.1 µM]	0%	17%[57.1 µM]
24	CCn1c(C)nc2cc(C(=O)NNC(=S)NC(=O)c3ccc(OC)cc3)ccc21	-4%	0%	-5%	-19%	-19%
25	CC1(C)NC(=O)N(c2ccc([N+](=O)[O-])c(C(F)(F)F)c2)C1=O	-7%	3%	5%[57.1 µM]	-5%&0%&0%	18%[57.1 µM]
26	COc1ccc(S(=O)(=O)N2CCN(CCc3ccccc3)CC2)c(OC)c1	-5%	4%	0%	?	13%
27	Cc1cccc(NC(=O)c2c(NC(=O)c3ccco3)sc3c2CCC(C(C)(C)C)C3)c1 (configuration not stated)	-26%	0%	50%[activator]	-26%	62%[activator]
28	CCOC(=O)c1ccccc1NC(=O)COC(=O)c1cc([N+](=O)[O-])ccc1N1CCOCC1	-15%	0%	-10%	-3%	-4%
29	CCOC(=O)c1sc2ncnc(N3CCN(C)CC3)c2c1C	3%	-4%	5%	-1%	-4%
30	Cc1cc(-c2nnc3n2N=C(C(C)(C)C)CS3)n[nH]1	2%	-2%	-6%	-27%	-10%

entry	Vif-A3G inh	Vif-A3F inh	RGS4 inhibitor	RXFP1 agonist
16	2%	-12%	-2%	12%
17	3%	0%	1%	2.1%
18	-2%	1%	7%	1.4%
19	-14%	-4%	-4%	0.4%
20	-29%	-11%	-12%	3.4%
21	0%	-3%	2%	6.6%
22	-7%	2%	-17%	0.4%
23	1%	1%	-14%	0.7%
24	-4%	7%	-19%	-0.9%
25	0%	3%	-5%[56.9 µM]	-1.9%
26	5%	9%	8%	0.5%
27	3%	1%	-8%	4.4%
28	-3%	-20%	?	3.0%
29	3%	-2%	5%	9.7%
30	0%	1%	-4%[11.4 µM]	0.7%

Three compounds out of the list above, sorted by the value under 12-LOX inh, smallest number first.
cpd	molecule	12-LOX inh
29	CCOC(=O)c1sc2ncnc(N3CCN(C)CC3)c2c1C	-1%
6	O=C(O)c1ccc(CNC(=O)c2ccccc2NC(=O)c2ccc([N+](=O)[O-])cc2)cc1	1%
19	CCN(CC(=O)Nc1ccc2c(c1)OCCO2)C(=O)CCc1ccccc1Cl	22%

The results go on.
entry	SMILES	USP1 inh	mIDH1 inhibitor	TrxR1 substrate	12-LOX inh	TrxR1 inh
31	Cc1ccccc1-c1nc(CS(=O)(=O)CC(=O)NCCCN2CCN(C)CC2)c(C)o1	-11%&-5%	17%&2%	6%&9%	-1%&7%	12%&17%
32	CCOc1ccccc1NC(=O)CSc1nc2cc(OC)c(OC)cc2c2nc(-c3ccccc3)nn12	-4%	-5%	7%	0%	25%
33	CCOCCn1c(CN2CCN(C(c3ccccc3)c3ccccc3)CC2)nc2c1c(=O)n(C)c(=O)n2C	-11%	2%	0%[57.1 µM]	0%	4%[57.1 µM]
34	CCN(CC)S(=O)(=O)c1ccc(OC)c(NC(=O)COc2ccccc2[N+](=O)[O-])c1	-17%	4%	2%	270%[activator]	7%
35	Cc1cc(C)cc(C(=O)NC(=S)Nc2ccc3c(c2)OCCO3)c1	-23%	2%	1%	6.3µM*	?
36	CN(C)CCCN(Cc1cc2cc3c(cc2[nH]c1=O)OCO3)C(=S)Nc1ccccc1	?	-2%	26%[57.1 µM]	0%	-8%
37	CCOC(=O)c1c(NC(=O)CSc2nnc(C)c(=O)[nH]2)sc2c1CCCC2	-17%	5%	-1%	8%	10%
38	Cc1ccc(NC(=O)Cn2nnc3ccccc32)cc1	-16%	3%	2%[57.1 µM]	6%	2%[57.1 µM]
39	CCOc1ccc(NC(=O)CSC2=Nc3ccccc3C3=NC(CC(=O)NCc4ccco4)C(=O)N23)cc1 (configuration not stated)	-9%	14%	-4%[57.1 µM]	-14%	10%[57.1 µM]

entry	Vif-A3G inh	Vif-A3F inh	RGS4 inhibitor	RXFP1 agonist
31	0%&-5%	-4%&-11%	9%[11.4 µM]	-2.5%&-1.6%
32	2%	-12%	13%	0.5%
33	-2%	16%	-2%	1.2%
34	8%	-6%	2%	1.6%
35	0%	?	-48%	0.3%
36	5%	17%	10%	4.9%
37	-6%	0%	-36%	0.1%
38	0%	-3%	35%	1.6%
39	3%	1%	-14%	1.6%

Screens: PubChem, National Center for Advancing Translational Sciences (NCATS)

Not all compounds are listed; the hit share may differ from the screen's.
